Screening data: PubChem BioAssay, National Center for Advancing Translational Sciences (NCATS)
HEK293 viab = cell viability loss counter-screen. HEK-293-SNCA-luc viability, GF-AFC fluorescence, 24 h. Potency, µM (titrated, usually from 57.1 µM), for the others: at the highest dose activity change, negative = cytotoxicity, usual class: cytotoxic. hit rate 0.12% among 150,000. AID 1671193;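 also: potency is read from the fitted curve at half-maximal effect; 0% = DMSO-treated cells and -100% = medium-only wells without cells; nearly all actives have a fitted effect of over 30% in size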
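HEK-293-SNCA-luc cells (1500/well) plated 24 h, then exposed 24 h to a dilution series; GF-AFC added 30 min at 37C, fluorescence 405/540 nm; normalised to medium-only and DMSO wells, Hill fit.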
IP6K1 inh = IP6K1 kinase inhibition. Q92551. IP6K1 kinase, ADP-Glo luminescence, 2 h; stronger effect = lower value. activity change, % (series mostly up to about 58 µM). hit rate 0.81% among 140,000. AID 1645851; in the data active = activity change below about -25%
Target sequence (Q92551 whole entry, looked up): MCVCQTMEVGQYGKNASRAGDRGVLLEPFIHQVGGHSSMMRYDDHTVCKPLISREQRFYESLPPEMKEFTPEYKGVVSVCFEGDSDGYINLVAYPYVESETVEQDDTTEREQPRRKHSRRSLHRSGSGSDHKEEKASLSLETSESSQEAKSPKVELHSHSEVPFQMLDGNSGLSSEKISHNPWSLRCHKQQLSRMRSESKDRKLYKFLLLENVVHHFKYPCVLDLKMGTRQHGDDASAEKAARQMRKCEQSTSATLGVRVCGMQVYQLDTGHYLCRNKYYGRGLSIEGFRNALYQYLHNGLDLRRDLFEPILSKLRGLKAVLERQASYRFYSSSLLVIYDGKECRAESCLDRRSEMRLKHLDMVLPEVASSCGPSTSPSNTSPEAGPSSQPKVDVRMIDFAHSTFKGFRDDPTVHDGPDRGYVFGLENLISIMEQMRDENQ
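ADP-Glo luminescence measures ADP made by human IP6K1 during a 2 h RT reaction with ATP/IP6 (mix at 1.3 mM/130 uM); top library doses 57.5 and 19.1 uM final.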
3T3 cytotox = NIH 3T3 cell cytotoxicity; NIH 3T3 viability, CellTiter-Glo ATP luminescence, 48-72 h; AID 1345082; Potency, µM (highest dose often 96.7 µM), for inactives: at the top dose activity change, negative = cytotoxicity, most hits filed as inhibitors; hit rate 4.3% among 94,000; also: potency is read from the fitted curve at half-maximal effect; nearly all actives have a fitted effect of over 55% in size
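NIH 3T3 cells at 400 cells/well received 23 nL of compound by pintool and were incubated 48 or 72 h at 37 °C. Viability was read as ATP-coupled CellTiter-Glo luminescence.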
GPT2 inhibitor = GPT2 alanine aminotransferase inhibition; Recombinant GPT2, coupled pyruvate oxidase/HRP Amplex Red fluorescence; Potency, µM (doses to about 57.7 µM), for the others: at the highest dose activity change, negative = inhibition, usual class: inhibitors; hit rate 0.25% among 100,000; AID 1671188; also: potency is read from the fitted curve at half-maximal effect; nearly all actives have a fitted effect of over 60% in size; many of its hits are not listed in these tables
Target sequence (Q8TD30 whole entry, looked up): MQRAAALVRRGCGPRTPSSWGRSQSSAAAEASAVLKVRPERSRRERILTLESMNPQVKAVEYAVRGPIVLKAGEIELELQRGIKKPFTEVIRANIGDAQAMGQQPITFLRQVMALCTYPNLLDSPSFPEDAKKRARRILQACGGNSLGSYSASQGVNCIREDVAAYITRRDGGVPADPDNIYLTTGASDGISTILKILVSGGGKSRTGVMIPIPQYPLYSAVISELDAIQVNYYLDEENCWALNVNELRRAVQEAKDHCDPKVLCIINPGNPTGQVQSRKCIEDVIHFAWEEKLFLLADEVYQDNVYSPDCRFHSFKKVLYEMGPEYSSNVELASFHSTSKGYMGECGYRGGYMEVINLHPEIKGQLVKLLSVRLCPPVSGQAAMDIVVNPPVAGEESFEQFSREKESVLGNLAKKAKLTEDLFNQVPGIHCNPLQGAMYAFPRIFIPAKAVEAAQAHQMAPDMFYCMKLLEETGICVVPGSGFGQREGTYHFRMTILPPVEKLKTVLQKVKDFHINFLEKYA
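Fluorescence of coupled pyruvate oxidase/HRP/Amplex Red system (50uM Amplex, 30 min, dark) reports pyruvate formed by GPT2. Enzyme reaction: 10ng/uL GPT2, 2mM L-alanine, 250uM a-KG, 30 min room temperature, pH 7.5; 50uM AOA control.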
SNCA expr inhib = reduces expression of the alpha-synuclein gene; HEK-293 SNCA-luciferase knock-in, luminescence, 24 h; Potency, µM (titrated, usually from 57.2 µM), inactives show at the top dose activity change, negative = inhibition, hits mostly inhibitors; hit rate 0.17% among 140,000; AID 1671194;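 also: potency is read from the fitted curve at half-maximal effect; plate controls were DMSO cells for no effect and cell-free wells for full effect; nearly all actives have a fitted effect of over 45% in size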
FLuc inh = blocks purified firefly luciferase enzyme activity. P08659. purified P. pyralis luciferase, luminescence, biochemical. Potency, µM (doses to about 115 µM), without a hit: at the highest dose activity change, negative = inhibition, most hits filed as inhibitors. hit rate 2.5% among 76,000. AID 1347043; also: potency is read from the fitted curve at half-maximal effect; nearly all actives have a fitted effect of over 65% in size
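Purified 10nM P. pyralis luciferase with 10uM D-luciferin and 10uM ATP in 50mM Tris acetate pH 7.5, 10mM Mg acetate, 0.01% Tween-20, 0.05% BSA. qHTS titration; luminescence read by CCD imager.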
HEK293 tox = kills HEK 293 cells. hit rate 6.6% among 94,000. Potency, µM (titrated, usually from 115 µM), without a hit: top-dose activity change, negative = cytotoxicity, hits mostly inhibitors. HEK 293 viability, ATP luminescence (CellTiter-Glo), 48-72 h; also: potency is read from the fitted curve at half-maximal effect; nearly all actives have a fitted effect of over 60% in size
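Pintool-delivered compounds were incubated with HEK 293 cells (250 cells/well) at 37 degree Celsius for 48 or 72 hr. ATP-dependent luminescence (CellTiter-Glo) then reported remaining viable cells.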
Active calls of the source: *; i = inactive; ? = inconclusive; / = not tested or not shown; [ ] = dose if it differs, or a comment. Unless noted, calls follow the shape of the dose curve; as a rule, active = well fitted curve in the direction sought with a large enough effect; inconclusive = small, poorly fitted or top-dose-only effect, or another doubt; inactive = no such curve, though single readings can be large; an effect the other way counts as inactive or inconclusive. Unless noted, % is scaled to controls: 0 for no effect and ±100 for the full control effect.

mol	HEK293 tox	3T3 cytotox	IP6K1 inh	FLuc inh	GPT2 inhibitor	HEK293 viab	SNCA expr inhib
CC1(C)CCC2(C(=O)OC3OC(COC4OC(CO)C(O)C(O)C4O)C(O)C(O)C3O)CCC3(C)C(=CCC4C5(C)CCC(O)C(C)(C(=O)O)C5CCC43C)C2C1O (configuration not stated)	/	/	-3	/	i	-19%[12.5 µM]	/
COc1ccccc1N1CCN(C(=O)CCSCc2ccccc2F)CC1	/	/	-16	/	/	4%	148%[activator]
Cc1cc(C)c(NC(=O)Cn2c(=O)n(CCC(=O)NCc3ccc4c(c3)OCO4)c(=O)c3ccccc32)c(C)c1	/	/	7	/	/	9%	1%
CC(=O)NC(CO)C(=O)N1CCc2[nH]nc(-c3ccc(F)c(F)c3)c2C1 (configuration not stated)	-14%	-11%	16	-7%	5%	4%	-7%
CCCCOc1ccc(C2=NC(c3ccncc3)=Nc3ccc(Br)cc3N2)cc1	/	/	-6	/	/	-1%	21%
COc1ccc(CC(=O)N2CCCC(N3C(=O)c4c(c(C)nn4-c4ccccc4)C3C(C)C)C2)cc1 (configuration not stated)	?	?	10	/	/	/	/
CCC(=O)N(C1CCOCC1)C1CCN(S(=O)(=O)c2ccc(C(C)C)cc2)CC1	-6%	1%	-1	5%	i	-6%	-16%
Cc1ccc(OC2(C(=O)O)CCN(Cc3ccc(CO)o3)CC2)cc1	1%	1%	3	-4%	?	2%	1%

mol	HEK293 tox	3T3 cytotox	IP6K1 inh	FLuc inh	GPT2 inhibitor	HEK293 viab	SNCA expr inhib
COc1ccc(CNC(=O)N2CCCC(Cc3noc(-c4ccccn4)n3)C2)cc1 (configuration not stated)	?	-21%	7	-18%	i	-7%	-4%
CC(C)c1ccc(NC(=O)c2cc3c(s2)-c2ccccc2SC3)cc1	/	/	-24	/	/	6%	3%
O=C(CC1CCCCC1)N1CC(F)(F)C[C@H]1c1nnc(C2CC2)o1	-1%	i	2	-9%	i	-9%	-17%
O=C(C1CCOCC1)N1CC(CNc2ccccc2)C2(C1)CN(c1ccccc1)C2 (configuration not stated)	?	?	6	-15%[172 µM]	i	8%[87.6 µM]	-20%[87.6 µM]
COc1ccc(NC(=O)[C@H]2CCC[C@H]2NC(=O)c2cnc(C)cn2)cc1	i	0%	22	-15%	-16%	-12%	-2%
COC(=O)CO[C@@H]1CO[C@H]2[C@@H]1OC[C@@H]2NS(=O)(=O)c1cccc2cccnc12	i	-3%[174 µM]	14	-2%[172 µM]	-22%[88.5 µM]	-3%[87.6 µM]	-3%[87.6 µM]
COc1ccc(Nc2ncc(-c3ccccc3OC)c3c2OCC3)cn1	?	?	-10	32µM*	i	-14%[87.6 µM]	156%[activator][87.6 µM]
COc1ccc(-c2ccc(C(=O)N3CCN(C(=O)c4ccc(F)cc4)CC3)cc2)nn1	4%	0%	-5	/	/	/	/

A portion taken from the entries so far, for reference:
mol	HEK293 tox	3T3 cytotox	IP6K1 inh	FLuc inh	GPT2 inhibitor	HEK293 viab	SNCA expr inhib
COc1ccc(CC(=O)N2CCCC(N3C(=O)c4c(c(C)nn4-c4ccccc4)C3C(C)C)C2)cc1 (configuration not stated)	?	?	10	/	/	/	/
CCC(=O)N(C1CCOCC1)C1CCN(S(=O)(=O)c2ccc(C(C)C)cc2)CC1	-6%	1%	-1	5%	i	-6%	-16%
Cc1ccc(OC2(C(=O)O)CCN(Cc3ccc(CO)o3)CC2)cc1	1%	1%	3	-4%	?	2%	1%
COc1ccc(CNC(=O)N2CCCC(Cc3noc(-c4ccccn4)n3)C2)cc1 (configuration not stated)	?	-21%	7	-18%	i	-7%	-4%
CC(C)c1ccc(NC(=O)c2cc3c(s2)-c2ccccc2SC3)cc1	/	/	-24	/	/	6%	3%
O=C(CC1CCCCC1)N1CC(F)(F)C[C@H]1c1nnc(C2CC2)o1	-1%	i	2	-9%	i	-9%	-17%
O=C(C1CCOCC1)N1CC(CNc2ccccc2)C2(C1)CN(c1ccccc1)C2 (configuration not stated)	?	?	6	-15%[172 µM]	i	8%[87.6 µM]	-20%[87.6 µM]
COc1ccc(NC(=O)[C@H]2CCC[C@H]2NC(=O)c2cnc(C)cn2)cc1	i	0%	22	-15%	-16%	-12%	-2%

Continuation.
mol	HEK293 tox	3T3 cytotox	IP6K1 inh	FLuc inh	GPT2 inhibitor	HEK293 viab	SNCA expr inhib
CCC1Oc2ccc(NC(=O)Cc3ccc(OC)cc3)cc2CN(Cc2ccc(OC)cc2)C1=O (configuration not stated)	?	?	2	-9%	?	-2%	-8%
CCn1cc(C(=O)OCC(=O)Nc2cc(C)cc(C)c2)c(=O)c2ccc(C)nc21	/	/	1	/	/	-4%	-8%
Cn1c(=O)n(-c2ccc(Br)cc2F)c(=O)c2sc3ccccc3c21	/	/	-24	/	/	-2%	-6%
COC[C@@H]1CN(c2ncccn2)C[C@H]1C(=O)N1CCc2ccccc21	i	0%	7	-11%	?	-18%	11%
Cc1ccccc1C(=O)N1CCN(CCc2ccccn2)CC1	/	/	-6	/	/	5%	-6%
COc1ccc(NC(=O)N2C[C@@H]3C[C@H](C2)c2ccc(NC(=O)c4ccccn4)c(=O)n2C3)cc1	2%	-7%	6	-5%	i	?	62%[activator]
Cc1ccc([S+](=O)([O-])N2CCC(c3nn(-c4ccccc4)c(=O)[nH]3)CC2)cc1	-6%	-10%	8	2%	-10%	7%	-15%
CCOC(=O)C(Cc1ccc(F)c(N2CCN(C(=O)OC(C)(C)C)CC2)c1)OC (configuration not stated)	?	?	7	/	/	/	/

mol	HEK293 tox	3T3 cytotox	IP6K1 inh	FLuc inh	GPT2 inhibitor	HEK293 viab	SNCA expr inhib
Cc1noc(C2CC3(CCN(C(=O)c4cccn4C)CC3)CN2C)n1 (configuration not stated)	-22%	-9%	-3	-11%	i	4%	-3%
Cc1ccc(-c2cc3c(=O)n(CCNC(=O)c4cccc5[nH]ccc45)ccn3n2)cc1C	35µM*	32µM*	-4	5.6µM*	i	?	-16%
O=C(CN1CCCc2nc(C3CC3)ncc2C1=O)NC1CCCCC1	-19%	-27%	7	/	i	7%	-27%
COc1cccc(N2CC(C)N(C(=O)Cc3c(C)nc(N)nc3C)CC2=O)c1 (configuration not stated)	-4%	-1%	23	5%	2%	5%	-2%
CN1[C@@H](CCC(=O)N2CCN(c3ccccn3)CC2)CNC(=O)[C@@H]2[C@H]1CCN2Cc1csnn1	1%	-9%	0	-3%	-16%	4%	?
O=C(c1scc2c1OCCO2)N1CCCC(N2CCN(c3cccc(Cl)c3)CC2)C1 (configuration not stated)	-17%	-14%	-5	9%	-3%	6%	43%[activator]
Cc1noc(C)c1-c1cc2cc(CO)oc2c(NCCOc2ccccc2)n1	?	?	-13	-5%[172 µM]	3%[88.5 µM]	-24%[87.6 µM]	-29%[87.6 µM]
Cc1ccc2nc(CN3CCCC(CO)(CC4CC4)C3)cn2c1 (configuration not stated)	?	-21%	5	?	-1%	-2%	96%[activator]

mol	HEK293 tox	3T3 cytotox	IP6K1 inh	FLuc inh	GPT2 inhibitor	HEK293 viab	SNCA expr inhib
Cc1cccc(CCNC(=O)c2ccc3c(c2)nc2n3CCCCC2)c1	/	/	11	/	/	9%	-30%
Fc1ccc(OC2CNC2)cc1F	-2%[230 µM]	-9%[174 µM]	7	/	-6%[88.5 µM]	-3%[87.6 µM]	-19%[87.6 µM]
Cc1cc(Nc2cccc(Cl)c2C)n2nc(Cc3ccccc3)nc2n1	/	/	33	/	/	13%	22%
CS(=O)(=O)N1CC2(CCN(CC3CC3)C2)Cc2ccccc21 (configuration not stated)	-22%	-3%	-7	/	i	-7%	-4%
O=C(c1ccccc1F)N1CCC(Oc2ccccc2)C1 (configuration not stated)	-6%	-9%	9	7%	-8%	-8%	11%
COC(=O)CC(O)CC(O)/C=C/c1c(C)ccc2c1C(OC(C)=O)CC(C)C2 (configuration not stated)	/	/	-10	/	i	-13%	/
Cc1ccc2c(c1)Cc1c(nc(-c3ccc(Cl)cc3)nc1SCC(=O)N1CCCCC1)O2	/	/	-24	/	/	0%	-30%
Cn1nccc1C(=O)N1CCC(c2noc(-c3cnccn3)n2)C1 (configuration not stated)	11%	1%	4	-7%	i	1%	-14%

mol	HEK293 tox	3T3 cytotox	IP6K1 inh	FLuc inh	GPT2 inhibitor	HEK293 viab	SNCA expr inhib
CN(CC1CCOCC1)C(=O)C1CCC1	-14%	2%	41	1%	i	8%	-11%
O=C(NCc1nnc2n1CCC2)c1ccc2nc(-c3ccc(F)cc3)cn2c1	i	3%	11	?	-22%	6%	21%
CCc1cccc(NC(=O)C2CCN(C(=O)c3nnn4cc(C)[nH]c(=O)c34)CC2)c1	5%	-1%	-9	-5%	-9%	-1%	0%
COc1cccc(-c2cc(C(=O)N[C@@H](C)c3ncccc3C)[nH]n2)c1	?	?	6	?	?	4%	27%
CNC(=O)[C@@H]1CN(C(=O)NCc2ccc(C)cc2)C[C@H]1c1nc(C)no1	1%	-9%	-1	2%	-3%	-23%	43%[activator]
COc1ccc(C)cc1NC(=O)Cn1c(N(C)Cc2ccccc2)nc(C)cc1=O	?	-32%	-11	0%	-9%	8%	-13%
Nc1ncccc1CN1CCc2ncc(C(=O)NCc3ccccc3)n2CC1	?	?	15	-4%[172 µM]	i	-15%[87.6 µM]	21%[87.6 µM]
O=C(O)C[C@@H]1CCN(C(=O)Cc2ccccc2)C[C@@H]1CCN1CCN(c2cccc(C(F)(F)F)c2)CC1	-6%	-20%	-7	0%	-5%	4%	18%

mol	HEK293 tox	3T3 cytotox	IP6K1 inh	FLuc inh	GPT2 inhibitor	HEK293 viab	SNCA expr inhib
Cc1noc(C)c1CC(=O)N1CCC(OCCOc2ccc(F)cc2)CC1	?	-15%	16	-1%	i	-5%[12.5 µM]	18%
Cc1ccc(-c2nnc3ccc(C(=O)NCc4ccccc4F)cn23)cc1	?	?	13	/	?	-12%	17%
Cc1nc2ccc(S(=O)(=O)NC(C(=O)NCc3ccccc3Cl)C(C)C)cc2s1 (configuration not stated)	/	/	-5	/	/	3%	4%
O=C1CCCCCN1C1CCN(Cc2ccccc2)CC1	-9%[172 µM]	-24%[138 µM]	11	5%[172 µM]	i	-15%[87.6 µM]	22%[87.6 µM]
O=C(CC[C@@H]1CNC(=O)[C@@H]2C[C@H](NCc3ccccn3)CN12)NCc1ccc(F)cc1	?	?	-14	10%[172 µM]	i	-4%[87.6 µM]	12%[87.6 µM]
COC(=O)C1=CN(CC(=O)Nc2c(C)cccc2C)S(=O)(=O)N=C1C	-25%	-24%	-2	-5%	i	-10%	3%
COc1ccc(/C=C/c2nc(C#N)c(N3CCCCC3)o2)cc1OC	/	/	33	/	/	?	72%[activator]
CC(C)N1C(=O)C2(CCCC2)C1C(=O)Nc1ccccc1 (configuration not stated)	-5%	2%	6	-10%	-5%	-15%	-15%
Cc1cc2oc(C(=O)N(Cc3ccc(N(C)C)cc3)Cc3ccco3)c(C)c2cc1Cl	/	/	9	/	/	2%	8%
